# Screens from PubChem BioAssay.
# NCI-60 one-dose screen, 48 h, at 10 µM unless noted. Numbers give growth in % (100 = growth as untreated, 0 = no growth, -100 = all killed).
# HL-60(TB): HL-60(TB) leukemia cells; 78,000 tested, 9% active; AID 1794776; active = growth percent below 10
# * = called active by the depositor; & = joins results of further samples.
# Preview:
SMILES,HL-60(TB)
Cc1[nH]c2ncnc(Nc3ccc(C(=O)Nc4cccc(Cl)c4)cc3)c2c1C,99
Cc1cc(O)cc(-c2c(-c3cc(NCCCCO)nc(-c4cccnc4)n3)cnn2C)c1,66
COc1ccc(CC(C)NN)cc1 (stereo unspecified),86
O=c1[nH]c(N2CCCCC2)nc2scc(-c3ccccc3)c12,99
O=c1cc(Cn2cc(CSc3nc4cc(Cl)ccc4o3)nn2)c2c(ccc3ccccc32)o1,111

# This part in full, from the start:
SMILES,HL-60(TB)
Cc1[nH]c2ncnc(Nc3ccc(C(=O)Nc4cccc(Cl)c4)cc3)c2c1C,99
Cc1cc(O)cc(-c2c(-c3cc(NCCCCO)nc(-c4cccnc4)n3)cnn2C)c1,66
COc1ccc(CC(C)NN)cc1 (stereo unspecified),86
O=c1[nH]c(N2CCCCC2)nc2scc(-c3ccccc3)c12,99
O=c1cc(Cn2cc(CSc3nc4cc(Cl)ccc4o3)nn2)c2c(ccc3ccccc32)o1,111
Nc1nc(-c2n[nH]c(=S)n2-c2ccc(Oc3ccccc3)cc2)cs1,73
CCCCCCCC/C=C\CCCCCCCC(=O)OC,98
O=C(CCC(=O)c1nc2ncccc2[nH]1)NN1C(=O)CSC1c1ccccc1Br (stereo unspecified),99
O=C(Nc1ccc(-c2n[nH]c(=S)o2)cc1)C1CSC(c2ccccc2)N1 (stereo unspecified),101
COc1ccc(CNc2cccc(C)c2)cc1,76
O=C1NC(=S)NC(=O)C1=Cc1ccc(F)cc1,112
O=C1Nc2ccccc2/C1=C/c1ccc(COCC2CO2)n1-c1ccc(Cl)cc1 (stereo unspecified),97
COc1cc(NC(=O)c2cncnc2Nc2ccc(OCc3cccc(F)c3)c(Cl)c2)cc(OC)c1,117
O=C1CCS(=O)(=O)c2ccccc21,113
Cc1ccc(Nc2cccc3ccccc23)cc1,96
NC(=S)N/N=C\C(O)CO (stereo unspecified),73
CN1C(=O)NC(=O)C(N=Nc2ccc(Cl)cc2)C1=O (stereo unspecified),91
O=C(c1ccco1)N1CCN(C(=O)c2ccco2)CC1,99
COC(=O)c1ccc(C(=O)OC)cc1,101
Cc1ccc(Cl)cc1N=C=S,141
OCCN1CSC(=S)NCCNC(=S)SC1,89
COC(=O)[C@@H](Cc1c[nH]c2ccccc12)NC(=O)COc1cc(O)c2c(=O)cc(-c3ccccc3)oc2c1,99
Cc1ccc(NC(=O)c2ccc(Cl)cc2)c(Br)c1,95
Cc1ncc(C(=O)Nc2ccc(CN3CCN(C)CC3)c(C(F)(F)F)c2)cc1C#Cc1cnc(N)c2ccncc12,-53*
Cn1cnccc1=O,102
CCN(CCO)C(C(=O)c1ccc(OC)cc1)c1ccc(OC)cc1 (stereo unspecified),82
O=C(O)c1ccc(C(=O)c2ccccc2)cc1,102
C#CCOc1cc(N(CC)CC)ccc1C(C(=O)NC(C)(C)C)N(C(=O)C1CCc2cc(F)ccc2O1)c1ccc(Cl)cc1 (stereo unspecified),37
O=C1CC(c2ccc(F)cc2)c2snc(-c3ccc(F)cc3)c2N1 (stereo unspecified),91
NC(=O)SCC(=O)Nc1ccccc1,108
COc1ccc(-c2ncc(-c3ccccc3)[nH]2)cc1OC,-30*
CCC(C(C)=O)c1ccccc1 (stereo unspecified),52
C/C=C(/C)C(=O)OC1C=C(CO)C(=O)C(OC(=O)C2(C)OC2C)C1C(C)C (stereo unspecified),-25*
Fc1ccc(-c2cc(-c3nnc(/C=C/c4ccc5c(c4)OCO5)o3)[nH]n2)cc1F,94
CC(C)C(N)CO (stereo unspecified),121
O=C(NCc1ccc([N+](=O)[O-])cc1)Nc1ccc(S(=O)(=O)F)cc1,85
COc1cc(NCC(=O)Nc2cc(Nc3ccc(F)c(Cl)c3)ncn2)c(Cl)c(OC)c1Cl,97
CCc1nc2cc(/C=C/C(=O)NO)ccc2c(=O)n1CCc1ccc(F)cc1,-7.3*
NC(=O)c1cc(I)ccc1NC(=O)COc1ccccc1,-21*
O=C1c2ccccc2-c2ccc(Sc3ccc4c5c(cccc35)C(=O)c3ccccc3-4)c3cccc1c23,99
C(=C/c1ccccc1)/C=C/C=C/C=C/c1ccccc1,84
Cc1cc(C)c2c(N)c(C#N)sc2n1,100
O=S1(=O)CC2(N3CCOCC3)CCCCC21 (stereo unspecified),94&93
NC(=O)c1nnsc1-c1ccc(-c2snnc2C(N)=O)cc1,94
COc1ccc(Cn2cc3c(c2-c2cc(OC)c(OC)c(OC)c2)CCCc2cnoc2-3)cc1,-5.5*
COC1CCC(C(C)C)C(C)C1 (stereo unspecified),115
CC(=C\C(=O)Oc1ccc2c3c1OC1C(O)CCC4(O)C(C2)N(CC2CCC2)CCC314)/C=C1\CCCc2ccccc21 (stereo unspecified),18
COc1cc(Br)c(OC)cc1Br,109
O=C(O)c1ccccc1C(=O)N1CCN(c2cc3c(cc2F)c(=O)c(C(=O)O)cn3C2CC2)CC1,106
COc1ccc(S(=O)(=O)NC2C3c4ccccc4C(c4ccccc43)C2O)cc1 (stereo unspecified),100
Cc1cccc(N2C(=O)CC(c3ccc4c(c3)OCO4)C3=C2COC3=O)c1 (stereo unspecified),99
CCc1nn2c(-c3ccc(C)cc3)c(-c3cc(OC)c(OC)c(OC)c3)nc2s1,92
COc1cnc2c(c1)C(=O)c1c-2n(CCCn2ccnc2)c(=O)c2cc(Cl)ccc12,-26*
CCSc1nc(-c2ccc(OCc3ccccc3)c(OC)c2)c(C#N)c(=O)[nH]1,98
COc1ccc(NCc2cn(-c3ccc(C(=O)O)cc3)nc2-c2ccc(F)cc2)cc1C(F)(F)F,50
N#Cc1cnc(NCCc2ccncc2)nc1-n1cnc2ccccc21,38

# (listing goes on)
SMILES,HL-60(TB)
CNCc1ccc(CNC)[nH]1,101
COC(=O)CC(=O)c1ccco1,119
S=C(c1ccccc1)N1CCN(c2cccc(Cl)c2)CC1,90
CC1OC(O[C@@H]2[C@H](O)C(CO)OC(O[C@H]3COC(O[C@H]4CC[C@]5(C)[C@H]6CC[C@]78OC[C@@]9(CC[C@](C)(C=O)C[C@H]97)C(=O)C[C@@]8(C)[C@]6(C)CC[C@H]5C4(C)C)[C@@H](O)[C@@H]3O)[C@H]2OC2OC[C@@H](O)[C@@H](O)[C@@H]2O)[C@@H](O)[C@@H](O)[C@H]1O (stereo partly specified),101
CCOCc1nc2c(N)nc3ccccc3c2n1CC(C)(C)O,118
Nc1ccccn1,99
O=C(NNc1nc2cc(F)ccc2n2c(CN3CC4CNCC4C3)ccc12)c1cnccn1 (stereo unspecified),0.5*
CC(C)c1cc(C(C)C)c(N=Cc2ccccc2)c(C(C)C)c1N=Cc1ccccc1,96
COc1ccccc1C(=O)OCCc1ccccc1,65
ON=C(C1CC1)C1CC1,82&93
Cc1ccc(-c2nn(Cc3cn(-c4cc(C)nc5ccccc45)nn3)c3ncnc(N)c23)cc1,83
CN(C)CCc1cn(C2CCC2)c2cccc(O)c12,13
CCS/C(Nc1ccccc1)=C(\C#N)C(=O)Nc1ccc(OC)cc1,-16*
CCCCCCCCCCCCSCCCC(=O)O,86
CC(=O)Oc1ccccc1C(=O)/C=C/c1cccc([N+](=O)[O-])c1,17
CN1CCN(Cc2ccc(NC(=O)c3cncc(C#Cc4cnc(N)c5cnccc45)c3)cc2C(F)(F)F)CC1,-25*
COc1ccc2c(c1)CCC(c1nc3cccc([N+](=O)[O-])c3[nH]c1=O)=C2O,119
CC(C)c1ccc(OC(=O)Nc2c(Cl)cccc2Cl)cc1,101
O=C(c1ccccc1)c1cn(C2CCCCC2)c(-c2ccccc2)c1NC1CCCCC1,82
Nc1c(Br)cc(Br)c2c1-c1ccc([N+](=O)[O-])cc1C2,82
O=C(Cc1ccccc1)Nc1cccc(N=Cc2c(O)ccc3ccccc23)c1,98
COc1ccc2c(c1)c(C(=O)c1nc(-c3c[nH]c4ccccc34)no1)cn2C,100
COc1cc2ccccc2cc1C(=O)NC(=S)Nc1ccc(-c2nc3ccccc3[nH]2)cc1,106
C=C1C[C@@H](c2cccc(C)c2C)O[C@H]2C[C@@H](C)CC[C@H]12,98
COc1cc2nc(NC3CC3)nc(NC3CCN(C(C)C)CC3)c2cc1OC,103
Nc1nc(-c2cccc([N+](=O)[O-])c2)c(N=Nc2ccc(Cl)cc2)s1,104
CC(C)[C@@H](O)CC[C@@H](C)[C@H]1CC[C@@]2(C)C3CC[C@H]4[C@@H](C)[C@@H](O)CC[C@@]45C[C@@]35CC[C@]12C (stereo partly specified),90
N=C(N)c1ccc(-c2ccc(-c3ccccc3)s2)cc1,-34*
C=CCc1cc2c(C)cc(=O)oc2c(C)c1OC(C)=O,100
N#Cc1ccc(C(=O)Nn2c(N)cc3ccccc3c2=O)cc1,99
O=C(N/N=C/c1ccc(O)cc1)c1cnc2nc[nH]n2c1=O,98
CC(C)CN1C(=O)[C@@]2(Oc3ccccc3[C@H]3CC(c4ccc(Br)cc4)=NN32)c2ccccc21,77
Cc1sc2nc(N3CC4CC(C3)c3cccc(=O)n3C4)[nH]c(=O)c2c1C (stereo unspecified),99
N#Cc1c(-c2cccs2)c(C(N)=O)c(N)n(Cc2nc3ccccc3[nH]2)c1=O,105
FC(F)(F)Oc1ccc(Oc2ccc(Nc3ncnc4onc(-c5ccccc5)c34)cc2)cc1,96
O=S(=O)(Nc1ccc(F)c(Cl)c1)c1ccc(-c2cnc(C3CC3)o2)cc1,8.6*
COC(=O)[C@H](Cc1ccccc1)n1cc(COc2nc(Cl)nc(N3CCOCC3)n2)nn1,106
CC1Cc2c(cccc2-n2cnc3ccccc32)N(C)C12C=CC(=O)C=C2 (stereo unspecified),103
O=C1C(C2SC(=S)N(Cc3ccccc3)C2=O)SC(=S)N1Cc1ccccc1 (stereo unspecified),84
O=C(/C=C/c1ccccc1)n1c(-c2ccc(O)cc2)nc2ccccc21,88

# Pulled one by one from the entries so far (five):
SMILES,HL-60(TB)
O=C1C(C2SC(=S)N(Cc3ccccc3)C2=O)SC(=S)N1Cc1ccccc1 (stereo unspecified),84
Cc1sc2nc(N3CC4CC(C3)c3cccc(=O)n3C4)[nH]c(=O)c2c1C (stereo unspecified),99
COC(=O)[C@H](Cc1ccccc1)n1cc(COc2nc(Cl)nc(N3CCOCC3)n2)nn1,106
O=S(=O)(Nc1ccc(F)c(Cl)c1)c1ccc(-c2cnc(C3CC3)o2)cc1,8.6*
O=C(/C=C/c1ccccc1)n1c(-c2ccc(O)cc2)nc2ccccc21,88

# (listing goes on)
SMILES,HL-60(TB)
CCOC(=O)C1=C(N)Oc2c(c(=O)oc3ccccc23)C1c1cc(=O)oc2c1ccc1ccccc12 (stereo unspecified),96
C[C@H]1C[C@@H]2[C@H]([C@@H](O)C[C@@]3(C)[C@H]2CC[C@]3(O)C(=O)CO)[C@@]2(C)CCC(=O)C=C12,68
COc1cc(/C=C2\C(=O)Nc3cc(Cl)ccc32)ccc1OCc1ccccc1,120
CN(C)CCN1C(=O)c2cccc3c(-c4ccc5c(c4)ncn5C4CCCCC4)ccc(c23)C1=O,66
CCCc1cc(=O)oc2c(C(=O)CC(C)COC(=O)/C=C/c3ccccc3)c(O)c(CC=C(C)C)c(O)c12 (stereo unspecified),121
CCCCCCCCCCCCCCCCN=C(C)C(=O)O,92
COC1CC(C)=Nc2nc(NN)nn21 (stereo unspecified),102
N#Cc1ccc(C(=O)CSc2nc3c(c(Nc4ccc(S(N)(=O)=O)cc4)n2)CCC3)cc1,101
COC(C(=O)[C@@H](O)[C@@H](C)O)[C@@H]1Cc2cc3cc(O[C@H]4C[C@@H](O[C@H]5C[C@@H](O)[C@H](O)C(C)O5)[C@H](O)C(C)O4)c(C)c(O)c3c(O)c2C(=O)[C@H]1O[C@H]1C[C@@H](O[C@H]2C[C@@H](O[C@H]3C[C@@H](O)[C@H](OC)C(C)O3)[C@@H](O)C(C)O2)[C@H](O)C(C)O1 (stereo partly specified),-5.5*
Cc1nc2sc(C(=O)Nc3ccc(F)c(Cl)c3)c(N)c2c(C)c1Br,97
CCNC(=O)C(C)O (stereo unspecified),94
CC(=O)c1ccc(NC(=O)Cn2c(Nc3ccc(S(N)(=O)=O)cc3)nc3c2c(=O)n(C)c(=O)n3C)cc1,109
N#CC1C(=O)OC2CCCCC21 (stereo unspecified),102
C1CCN(c2nc(N3CCCCC3)nc(N3CCOCC3)n2)CC1,112
CC1CN(c2nc3sc4c(c3c(=O)[nH]2)CCCC4)CC(C)O1 (stereo unspecified),97
CCOC(=O)c1c(-c2ccc(Cl)cc2Cl)c(C#N)c(=O)n(Cc2nc3ccccc3[nH]2)c1N,100
COc1ccc(/C=C/C(=O)c2ccc(NC(=O)CSc3nnc(-c4ccc(OC)c(OC)c4)o3)cc2)cc1,89
CSC(=N\N=C\c1c(F)cccc1Cl)/N=C/N(C)C,103
COc1ccc(-c2c[nH]c(C(=O)NCCCO)c2-c2cc(OC)c3c(c2OC)OCO3)cc1,85
COc1ccc(/C=N/NC2=Nc3ccccc3C(=O)N3CCC[C@@H]23)cc1,100
CC12CCC3C(C)(CO)C(O)CCC3(C)C1CC(C1=CCOC1=O)O2 (stereo unspecified),104
C[N+](C)(C)CCNC(=O)c1ccc(OCc2ccccc2C(F)(F)F)cc1,82
CCC1(C)NC(=O)NC1=O (stereo unspecified),98
COc1ccc(S(=O)(=O)n2cc(C=O)c3ccccc32)cc1OC,97
COc1ccc(C(=O)COc2ccc(/C=C3\C(=O)Nc4cc(Cl)ccc43)cc2)cc1,79&107
O=c1[nH]c2c(c(=O)n1-c1ccccc1)CCO2,91
Nc1nn2cc(-c3ccc(Cl)s3)nc2c2ccccc12,55
CCCCOc1ccc(NC(=O)n2nc(N)c3cc(N)ccc32)cc1,96
OC1(C(Cl)(Cl)Cl)CCCCC1,90

# This is a subset; the hit share may differ from the screen's.
